# Assay outcomes from PubChem.
# All columns: NCI-60 one-dose screen, growth in % after 48 h at 10 µM unless noted; 100 = growth as untreated, 0 = no growth, -100 = all killed.
# LOX IMVI = LOX IMVI melanoma; hit rate 7.4% among 79,000
# UACC-257 = UACC-257 melanoma. hit rate 4.4% among 78,000. AID 1794764
# SK-MEL-5 = SK-MEL-5 melanoma | hit rate 6.4% among 80,000 | AID 1794755
# MALME-3M = MALME-3M melanoma; hit rate 5.8% among 78,000
# UACC-62 = UACC-62 melanoma. hit rate 5.4% among 81,000
# SK-MEL-2 = SK-MEL-2 melanoma; hit rate 4.7% among 77,000
# MDA-MB-435 = MDA-MB-435 melanoma | hit rate 7.8% among 82,000 | AID 1794794
# SK-MEL-28 = SK-MEL-28 melanoma; hit rate 4.1% among 81,000; AID 1794761
# Numbers without * were called inactive; . = not tested or not shown; & = joins results of further samples. How the source made its calls: active means growth percent below 10; inactive means the rest.
# Sample of the layout, seven compounds:
# Fields – LOX IMVI	UACC-257	SK-MEL-5	MALME-3M	UACC-62	SK-MEL-2	MDA-MB-435	SK-MEL-28
O[C@H]1CO[C@H]2[C@@H]1OC[C@@H]2Oc1ccc(Nc2ncc(F)c(Nc3ccc(O[C@H]4CO[C@H]5[C@@H]4OC[C@@H]5O)c(Cl)c3)n2)cc1Cl
  98	105	98	94	87	111	107	102
O=c1c2c(cc3c(O)[nH]c(=S)n13)-c1cc(Cl)ccc1N=2
  96	97	105	92	93	111	104	111
C[C@]12CC[C@@H]3c4cc(CN5CCOCC5)c(O)cc4CC[C@H]3[C@@H]1CCC2=O
  102	104	91	134	87	96	110	105
O=C1C(Cl)=C(NCCCN(CCCNC2=C(Cl)C(=O)c3ccccc3C2=O)C2=C(Cl)C(=O)c3ccccc3C2=O)C(=O)c2ccccc21
  11	53	-59*	-28*	18	79	-87*	72
Cc1nc2nc(N)nc(N)c2nc1C
  101	96	101	100	91	87	100	109
Cc1ccc(-c2nc(C#N)c(N3CCN(S(=O)(=O)c4ccc(Cl)cc4)CC3)o2)cc1
  106	110	98	100	78	.	95	98
O=c1nc2c(-c3nc(-c4ccc(Cl)cc4)no3)n[nH]n2c2sc3c(c12)CCCC3
  81	108	100	94	94	119	114	108

# The listing (from the top)
# Fields – LOX IMVI	UACC-257	SK-MEL-5	MALME-3M	UACC-62	SK-MEL-2	MDA-MB-435	SK-MEL-28
O[C@H]1CO[C@H]2[C@@H]1OC[C@@H]2Oc1ccc(Nc2ncc(F)c(Nc3ccc(O[C@H]4CO[C@H]5[C@@H]4OC[C@@H]5O)c(Cl)c3)n2)cc1Cl
  98	105	98	94	87	111	107	102
O=c1c2c(cc3c(O)[nH]c(=S)n13)-c1cc(Cl)ccc1N=2
  96	97	105	92	93	111	104	111
C[C@]12CC[C@@H]3c4cc(CN5CCOCC5)c(O)cc4CC[C@H]3[C@@H]1CCC2=O
  102	104	91	134	87	96	110	105
O=C1C(Cl)=C(NCCCN(CCCNC2=C(Cl)C(=O)c3ccccc3C2=O)C2=C(Cl)C(=O)c3ccccc3C2=O)C(=O)c2ccccc21
  11	53	-59*	-28*	18	79	-87*	72
Cc1nc2nc(N)nc(N)c2nc1C
  101	96	101	100	91	87	100	109
Cc1ccc(-c2nc(C#N)c(N3CCN(S(=O)(=O)c4ccc(Cl)cc4)CC3)o2)cc1
  106	110	98	100	78	.	95	98
O=c1nc2c(-c3nc(-c4ccc(Cl)cc4)no3)n[nH]n2c2sc3c(c12)CCCC3
  81	108	100	94	94	119	114	108
COCOc1cc2c(=O)c(C)c(C(=O)N[C@@H](Cc3ccccc3)C(O)C(=O)NCCc3ccc(OC)cc3)oc2cc1OC (some centres not stated)
  .	117	104	114	103	120	111	115
CCn1cc(C(=O)O)c(=O)c2cc(F)c(N3CCN(S(=O)(=O)c4cccc5ccccc45)CC3)cc21
  -39*	14	-46*	-16*	31	8.8*	11	59
OCCCCCc1ccccc1
  97	106	113	81	91	110	101	122
N#Cc1cnn(C(=O)CSc2nnc3sc4ccccc4n23)c1N
  96	112	103	104	101	115	107	100
COC(=O)C1C(OC)=CC(=O)C2CCCCC21 (configuration not stated)
  90	94	109	108	95	108	98	104
CCCCc1c(C)[nH]c2c(OC)cccc2c1=O
  76	93	80	93	48	95	86	96
O=[N+]([O-])c1ccc(CO)c(I)c1
  96	90	103	109	98	86	101	105
CC(C)CCC[C@@H](C)[C@H]1CCC2C3CCN4C(=O)CCC(=O)N4C3CC[C@@]21C (some centres not stated)
  85	96	76	.	76	98	90	114
COC(=O)C1(C)CCC[C@]2(C)[C@H]3C[C@H]4C(C(C)C)=C[C@]3(CC[C@@H]12)[C@H]1[C@@H]4[C@@H](OCC#CCN2CCCC2)CC[C@@H]1OCC#CCN1CCCC1 (some centres not stated)
  88	93	78	78	87	99	89	90
Nc1nc(Nc2ccccc2)n[nH]1
  100	-7.1*	106	98	91	103	99	109
C=CCN(CC=C)CC(=O)Nn1c(C)ccc1C
  98	104	112	.	104	102	.	112
Nc1ccc(O)c2ccccc12
  64	97	69	83	101	98	69	118
Cc1ccc(Cl)cc1NC=O
  97	107	107	105	114	101	112	115
COc1cc(SSc2cc(OC)cc([N+](=O)[O-])c2N)c(N)c([N+](=O)[O-])c1
  95	132	94	98	98	.	110	116
CCCN(CCC)C(C)C(O)c1ccc2cc(Br)c3ccccc3c2c1 (configuration not stated)
  80	79	95	86	105	122	72	109
CN(CCc1ccccn1)c1ccccc1
  102	100	103	168	98	101	120	101
CCOc1cc(/C=N\NC(=O)C[N+](C)(C)C)ccc1O
  103	112	105	115	111	115	109	117
COC(=O)[C@]1(C)CC[C@]2(C)CC[C@]3(C)C(=CC[C@@H]4[C@@]5(C)CC(=O)CC(C)(C)[C@@H]5CC[C@]43C)[C@@H]2C1
  89	109	101	106	108	108	113	105
Cc1ccc(C2CC(c3ccc(Nc4nc(NCCO)nc(NCCO)n4)cc3)=NN2c2ccc(Cl)cc2)cc1 (configuration not stated)
  41	75	75	67	81	71	62	48
CN(Cc1ccccc1)c1nc(Cl)c(C2CC(c3ccc(F)cc3)=NN2C=O)s1 (configuration not stated)
  93	103	90	105	79	116	97	106
Cc1ccc(/C=[N+](\[O-])c2ccccc2)cc1
  93	120	116	119	101	122	111	124
O=C(c1sc(-c2ccccc2)cc1O)N1CCOCC1
  100	96	99	104	93	89	97	110
Cc1cc(-c2cn(Cc3ccc4c(Br)cc(Br)c(O)c4n3)nn2)ccc1F
  101	104	103	105	94	110	99	107
COc1ccc(C2=NN(C(C)=O)C(c3ccc(OC)c(OCc4ccccc4)c3)C2)cc1OC (configuration not stated)
  .	94	75	100	62	98	22	115
S=C1C=C(S)C2C=CC=CC2N1 (configuration not stated)
  92	105	97	89	91	108	102	113
O=C(O)C1Cc2nc[nH]c2CN1CO (configuration not stated)
  108	97	104	98	103	.	114	112
CCOC(=S)SCc1cc(=O)oc2ccc(Cl)cc12
  81	94	92	113	94	91	99	109
Cc1ccc2oc(=O)cc(-c3cc(-c4cc5ccccc5oc4=O)nc(N)c3C#N)c2c1
  78	.	61	51	82	87	66	77
CN(C)CCOc1ccccc1CN
  89	96	99	104	96	98	100	107
N#CCCNc1cccc2ccccc12
  90	112	107	103	104	105	101	114
CN1CCN(c2ccc(NC(=O)Nc3ccc4c(ccn4-c4cccc(C(N)=O)n4)c3)cc2C(F)(F)F)CC1
  -28*	-14*	75	16	94	21	-45*	-54*
COCCOCCOC(c1cc2c(cc1Br)OCO2)C(C)Br (configuration not stated)
  100	100	102	94	104	110	113	114
CNCCCOc1c(Br)cc(CCNC(=O)/C(Cc2ccc(OC)c(Br)c2)=N/O)cc1Br
  -35*	4.0*	39	1.8*	9.7*	40	41	-22*
O=CC(O)C(O)C(O)CO (configuration not stated)
  100&100	106	103&87	122	117&97	-27*	109&112	109&104
COC(=O)[C@]12CC[C@@H](C)[C@H](C)[C@@H]1C1=CC[C@@H]3[C@@]4(C)CC(=O)[C@H](OC(=O)c5ccco5)[C@@]5(C)COC(=C45)C[C@@]3(C)[C@]1(C)CC2
  6.2*	.	-46*	22	.	8.8*	21	33
Clc1ccc(SCc2ccc(CSc3ccc(Cl)cc3)cc2)cc1
  112	101	104	114	99	100	109	121
COC(=O)C(CCc1ccccc1[N+](=O)[O-])C(=O)OC
  98	100	103	.	106	100	102	101
O=C[C@H](O)[C@@H](O)[C@H](O)CO
  116	101	97	96	104	106	102	104
CC(=O)Nc1ccc(/C=C2\C(=O)NC(=S)N2/C=C(\C#N)c2ccc([N+](=O)[O-])cc2)cc1
  100	84	101	.	95	100	102	111
COc1cc(-c2nc3cc(Cl)c(Cl)cc3[nH]2)ccc1OCC(=O)N=Nc1c(O)[nH]c2ccc(Cl)cc12
  -84*	7.4*	-63*	-16*	-12*	-27*	-58*	-2.8*
COc1ccc(CNc2cccc(C)c2)cc1
  98	116	102	101	101	122	101	115
Nc1ccc(C(=O)Nc2cccc(C(=O)Nc3ccc4c(O)c(N=Nc5ccc(N=Nc6ccc(S(=O)(=O)O)cc6)cc5)c(S(=O)(=O)O)cc4c3)c2)cc1
  95	111	107	94	99	97	106	100
N#Cc1ccc(NC(=O)CSc2ccc(-c3ccc(Cl)cc3)nn2)cc1
  42	72	18	48	27	69	82	62
COc1cc(C)ccc1C(=O)c1ccc(C)cc1OC
  32	60	26	.	42	17	-70*	58
CCN(CC)c1ccc(C#N)cc1
  96	90	99	100	103	92	107	110
Nc1ccc(C(=O)Nc2cncnc2Oc2cccc(C(F)(F)F)c2)cc1
  103	96	102	119	94	97	110	120
CCOC(=O)c1cn2c3c(cc(C)cc3c1=O)C(=O)CC2
  106	77	96	99	83	85	95	.
CCS/C(Nc1ccccc1)=C(\C#N)C(=O)Nc1ccc(OC)cc1
  37	58	18	56	27	-0.3*	-48*	59
O=C(O)c1cc(=S)nc[nH]1
  102	109	108	126	97	119	109	119
c1cc[n+](C[n+]2ccccc2)cc1
  103	122	.	116	110	105	108	116
CCOC(=O)C(Cc1ccccc1)N/C(CCCO)=C(/C#N)c1nc2ccc(C)cc2c(=O)[nH]1 (configuration not stated)
  109	.	108	100	101	91	112	125
Cc1nn(-c2nc3ccccc3[nH]2)c2c1C(c1ccc3c(c1)OCO3)CC(=O)N2 (configuration not stated)
  .	69	12	28	27	53	5.5*	82
C#CCOc1cccc(Nc2ncnc3cc(NC(=O)C=C)ccc23)c1
  3.5*	25	8.7*	34	9.7*	25	-1.5*	49

# Further structures follow:
# Fields – LOX IMVI	UACC-257	SK-MEL-5	MALME-3M	UACC-62	SK-MEL-2	MDA-MB-435	SK-MEL-28
c1ccc(Nc2nnc(-c3ccc4c(c3)OCO4)o2)cc1
  73	97	94	82	73	81	98	112
Cc1cc(NS(=O)(=O)c2ccc(-c3cnc(C4CC4)o3)cc2)ccc1I
  .	67	32	49	30	63	3.8*	62
O=C(OCCCCOC(=O)n1cnc2ccccc21)n1cnc2ccccc21
  93	.	101	101	96	101	103	108
Cc1ccc2cccnc2c1
  103	99	103	108	96	112	107	107
C=C(C)[C@@H]1CCC=C2CC[C@]3(C)[C@H](CC[C@@H]4[C@@]5(C)CCCNC(C)(C)[C@@H]5CC[C@]43C)[C@H]21
  -43*	83	82	38	88	78	17	97
COc1c(CO)cc(Cl)cc1CO
  96	94	101	96	107	81	113	101
COC(=O)/C=C/c1ccccc1OC(C)=O
  106	114	105	104	97	114	103	105
COc1ccc(-c2nn(Cc3ccc(OC)c(OC)c3)c3c2-c2oncc2CC3)cc1
  87	95	81	97	77	106	86	93
CCn1cc(C2=C(c3cn(CC)c4ccc(Br)cc34)C(=O)N(O)C2=O)c2cc(Br)ccc21
  106	111	97	125	90	99	98	111
CC1=NN(c2ccccc2)C(=O)C1N=Nc1ccccc1S(=O)(=O)O (configuration not stated)
  99&90	97&105	110&96	96	102&103	86	117&106	109&112
COc1cc2oc(-c3cccc(NC(=O)c4ccc(Br)cc4)c3)cc(=O)c2c(OC)c1OC
  39	59	37	54	61	56	44	45
N[C@@H]1CCC[C@H]1NCCCCN1C(=O)c2cccc3cc([N+](=O)[O-])cc(c23)C1=O
  15	61	62	57	66	78	43	86
F[Si](Cc1ccccc1)(Cc1ccccc1)Cc1ccccc1
  84	91	111	101	68	93	102	101
CSc1nc2nc3c(c(-c4ccc(Cl)cc4)c2c(=O)[nH]1)CCC/C3=C\c1ccc(Cl)cc1
  .	97	113	.	95	133	102	102
Cc1ccc(NCc2ccccc2)cc1
  .	88	101	91	106	87	105	113
CN(C)CCNC(=O)c1ccc(-c2nc3ccc4[nH]ncc4c3c3c2CCC3)cc1
  -61*	48	7.4*	0.0*	16	-23*	22	22
CCOC(=O)C(c1ccccc1)N(C)C (configuration not stated)
  99	101	102	117	110	121	116	110
CCOC(=O)c1sc2ccc(NCc3cnc[nH]3)cc2c1NC(=O)c1ccc(C)cc1
  96	102	98	126	103	104	107	105
COc1cc2c(-c3cc4c(cc3CNCCc3ccc5c(c3)OCO5)OCO4)cccc2c(OC)c1O
  73	96	79	103	79	93	97	98
CCN(CC)CCN1C(=O)c2cccc3c(-c4ccc5c(c4)ncn5C4CCCCC4)ccc(c23)C1=O
  -82*	-15*	-97*	-75*	22	.	17	-38*
COc1cc(C(=O)OCCCN2CCOCC2)cc(OC)c1OC
  101	92	94	93	94	110	102	99
C1CCN(c2nc(N3CCCCC3)nc(N3CCOCC3)n2)CC1
  99	97	101	100	93	.	101	.
O=C(NC(C(=O)c1ccccc1)c1ccccc1)c1ccccc1 (configuration not stated)
  104	106	104	126	90	110	121	116
COc1ccc2[nH]cc(/C=N/Nc3ccnc4cc(Cl)ccc34)c2c1
  -93*	-84*	-100*	-98*	-98*	-84*	-91*	-100*
CCCn1cc2c(=O)nc3sc(Cc4ccc(OC)cc4)c(C)n3c2n1
  91	98	103	109	96	102	106	121
O=C(O)CC1C=CCC1 (configuration not stated)
  104	105	107	95	107	103	104	111
Cc1ccc(-c2c(O)c3cc(C)c(C)cc3c3oc(=O)sc23)cc1
  81	98	88	111	69	97	92	102
CC1CC=CCC1COC(=O)CCCCC(=O)OCC1CC=CCC1C (configuration not stated)
  88	93	97	106	96	102	100	104
NN1CCN(CCO)CC1
  99	103	.	95	102	108	102	110
Cc1c(C(=O)NC(Cc2ccccc2)C(O)C(=O)NCCc2ccccc2)[nH]c2ccccc2c1=O (configuration not stated)
  100	96	98	91	97	110	100	101
CCCNc1nc(SC)nc(-c2cccc([N+](=O)[O-])c2)c1C#N
  93	106	98	96	85	112	89	108
